TCR CD3 inh = human TCR-CD3 binding inhibition; actives 0.37% (n = 360,000); TAMRA-labeled TCR probe fluorescence, biochemical; inhibition, % at 9.4 µM; AID 651800; in the data active = inhibition above about 19%;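 note: recombinant mutant TCR 2C K166C tagged with TAMRA read by polarization; 0% = receptor in buffer alone and 100% = receptor with positive control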
GC-A act = GC-A (human) enzyme activation; P16066; actives 0.14% (n = 370,000); activation, % at 10 µM; HEK293 GC-A cells, cGMP TR-FRET, EC30 ANP; 0% at EC30 ANP, 100% saturating ANP; AID 1671463; in the data active = activation above about 40%
MBD2 inh = MBD2-methylated oligo binding inhibition; inhibition, % at 4.4 µM; actives 0.31% (n = 370,000); TR-FRET, MBD2 binding to methylated oligonucleotide; AID 686964; in the data active = inhibition above about 13%
Target sequence (Q9UBB5 whole entry, looked up): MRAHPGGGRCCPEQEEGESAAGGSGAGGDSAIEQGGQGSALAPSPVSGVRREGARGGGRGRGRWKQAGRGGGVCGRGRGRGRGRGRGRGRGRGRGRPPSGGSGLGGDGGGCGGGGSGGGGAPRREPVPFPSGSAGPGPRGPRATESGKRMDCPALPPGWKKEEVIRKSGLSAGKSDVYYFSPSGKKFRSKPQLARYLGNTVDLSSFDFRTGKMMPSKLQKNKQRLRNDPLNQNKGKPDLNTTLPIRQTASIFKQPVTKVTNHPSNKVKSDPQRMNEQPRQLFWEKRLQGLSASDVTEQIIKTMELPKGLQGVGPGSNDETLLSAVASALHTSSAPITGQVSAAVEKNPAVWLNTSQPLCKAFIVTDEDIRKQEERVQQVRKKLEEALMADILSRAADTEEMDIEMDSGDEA
PRMT1 FP inh = blocks human protein arginine methyltransferase 1; Q99873; recombinant PRMT1, activity-based probe fluorescence polarization; actives 1.3% (n = 370,000); inhibition, % at 2.79 µM; AID 652257;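 active = inhibition above about 21% made by adding two undisclosed values, limit read from the data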
UHRF1 MBD2 ctr = UHRF1 methyl-DNA binding inhibition; UHRF1 binding to methylated oligo, TR-FRET; inhibition, % at 4.4 µM; actives 0.75% (n = 370,000); in the data active = inhibition above about 21%;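 note: UHRF1 SRA domain binding a hemimethylated CpG hairpin DNA probe; 0% = median of test compound wells and 100% = reference inhibitor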
NPR2 activator = GC-B (human) receptor activation | actives 0.11% (n = 370,000) | HEK293-GC-B cells, CNP EC30, cGMP TR-FRET; 0% at EC30 CNP, 100% saturating CNP | activation, % at 10 µM | P20594;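 active = activation at 10 µM reaching about 35% in either raw or pattern-adjusted values, limit read from the data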
mABHD4 FP = inhibitors of mouse ABHD4 | Q8VD66 | purified mABHD4, FP-Rh probe fluorescence polarization | inhibition, % at 8.92 µM | actives 0.54% (n = 370,000);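 active = inhibition exceeding the mean over every tested compound plus 3 SD, cut at about 30% in these data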;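 note: 0% = plate median of compound wells and 100% = S159A mutant with DMSO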
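Assay system: mABHD4 protein; medium: HEPES pH 7.0, NaCl, Pluronic buffer; dosing: 8.92 µM, single dose; schedule: 45 min + 60 min at 25 °C; signal: FP readout, ex 525 nm / em 598 nm; read-out: normalized percent inhibition of probe labeling; repeats: single replicate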
rCAG binder = r(CAG) repeat RNA binding | AID 651821 | TO-PRO-1 dye displacement fluorescence | actives 1.3% (n = 370,000) | inhibition, % at 3 µM;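 active = inhibition above the plate cutoff, the mean of all test compounds on that plate plus 3 SD, cut at about 35% in these data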;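 note: 0% = DMSO alone and 100% = 100 µM mitoxantrone as full dye displacement; higher means more dye released from RNA so lower well fluorescence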
SIAE primary = inhibitors of human sialic acid acetylesterase SIAE; Q9HAT2; SIAE FP-Rh probe binding, fluorescence polarization; inhibition, % at 9.66 µM; actives 0.69% (n = 370,000); AID 1053197;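 active = inhibition above a cutoff: mean of compounds within the control limits plus 3 SD of those, cut at about 17% in these data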;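 note: 0% = plate median of compound wells and 100% = probe without SIAE protein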
Target sequence (Q9HAT2 whole entry, looked up): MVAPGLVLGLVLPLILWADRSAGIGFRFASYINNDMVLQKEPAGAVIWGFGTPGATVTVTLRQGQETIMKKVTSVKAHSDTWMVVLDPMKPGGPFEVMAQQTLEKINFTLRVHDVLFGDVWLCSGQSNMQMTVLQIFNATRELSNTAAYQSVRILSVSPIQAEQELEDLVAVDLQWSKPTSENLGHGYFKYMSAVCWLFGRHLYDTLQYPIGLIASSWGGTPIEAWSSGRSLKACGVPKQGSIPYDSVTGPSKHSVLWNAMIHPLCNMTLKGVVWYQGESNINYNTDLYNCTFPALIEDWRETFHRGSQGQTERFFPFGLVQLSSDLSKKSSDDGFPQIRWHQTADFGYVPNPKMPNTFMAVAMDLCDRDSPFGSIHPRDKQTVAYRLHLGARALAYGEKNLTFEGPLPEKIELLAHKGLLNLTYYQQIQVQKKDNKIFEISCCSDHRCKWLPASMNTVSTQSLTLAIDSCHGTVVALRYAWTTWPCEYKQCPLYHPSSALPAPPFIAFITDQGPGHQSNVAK
HTRA1 inh = inhibitors of human serine peptidase HTRA1; Q92743; recombinant HTRA1, FP-rhodamine activity-based probe, fluorescence polarization; actives 0.5% (n = 340,000); inhibition, % at 5.96 µM; in the data active = inhibition above about 36%;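 note: 0% = enzyme with DMSO and 100% = wells lacking enzyme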
Numbers without * were called inactive; . = not tested or not shown. Not all compounds are listed (hit frequency here may not be typical).

Each structure is followed by: TCR CD3 inh	GC-A act	MBD2 inh	PRMT1 FP inh	UHRF1 MBD2 ctr	NPR2 activator	mABHD4 FP	rCAG binder	SIAE primary	HTRA1 inh
> CCOC(=O)N1CCN(C(=O)c2ccc3c(c2)sc2nc(-c4ccccc4)cn23)CC1
    6	12	-4	3	1	1	-13	3	-1	-7
> COc1cccc(-n2c(=S)[nH]c3c(oc4ccccc43)c2=O)c1
    -3	5	7	19	2	4	-13	8	4	0
> CCOC(=O)C(Cc1ccc(O)cc1)NC(=O)CNC(=O)C1CCCN1C(=O)OC(C)(C)C (stereo unspecified)
    -6	1	3	2	4	-2	-2	-6	-3	.
> Nc1nc2ncccc2cc1C(=O)NCCc1cccs1
    -4	-2	-4	0	-1	1	1	4	0	.
> CC(=O)Nc1ccc(NC(=O)CNS(=O)(=O)c2ccc(C)cc2)cc1
    1	-2	1	-1	-1	-4	-3	-1	0	4
> COC(=O)c1ccc(OCCN2CCCCCC2)cc1
    -6	-5	1	0	6	-8	10	-1	9	8
> O=C1[C@@H]2Cc3c([nH]c4ccccc34)C(c3ccc([N+](=O)[O-])cc3)N2C(=O)CN1C1CC1 (stereo partly specified)
    -5	-13	1	1	4	-2	4	1	1	-9
> O=C(NC(=S)Nc1cc(C(F)(F)F)ccc1N1CCOCC1)c1sc2ccccc2c1Cl
    -1	0	1	2	6	-2	3	19	-5	-3
> COc1ccc(NC(=O)c2oc3ccccc3c2NC(=O)c2ccc3c(c2)OCO3)cc1
    -2	1	-4	1	1	8	-2	8	-42	-18
> COc1ccccc1CCNC(=O)C(=O)NCCC1CCCCN1S(=O)(=O)c1ccccc1 (stereo unspecified)
    7	1	-5	2	0	1	2	-3	4	-15
> CCN(CC)c1ccc(N=Cc2ccc([N+](=O)[O-])o2)cc1
    5	-21	10	41*	25*	-26	45*	20	7	64*
> O=C(CCCn1c(=S)[nH]c2ccccc2c1=O)N1CCN(c2cccc(Cl)c2)CC1
    -7	-5	4	-1	2	3	5	0	16	0
> Cc1ccc(-n2nc(C(=O)O)cc2-c2ccccc2Cl)cc1
    5	-6	2	-2	0	1	6	8	-14	-1
> COCCCNCCOCCOc1ccccc1-c1ccccc1
    -3	-5	2	2	11	2	13	0	3	3
> CCNc1nc(N)nc(-c2cc(Cl)ccc2OC)n1
    3	4	-6	-1	1	6	2	0	3	0
> COC(=O)c1ccc(NC(=O)CSc2nncc3ccc(OC)c(OC)c23)cc1
    3	8	1	-3	-5	5	0	-3	1	3
> O=C(NCCO)C(=O)Nc1cc2c3c(c1)CCC(=O)N3CCC2
    4	-1	-1	1	-3	2	6	3	-1	6
> O=[N+]([O-])c1ccccc1/C=N/Nc1nnc(-c2ccccc2)c(-c2ccccc2)n1
    1	5	4	-1	-3	-6	-1	3	1	2
> CC(C)C(=O)NCCSc1c[nH]c2ccccc12
    -9	2	-7	1	-2	4	0	-1	10	2
> CCN1CCN(CC(=O)Nc2ccc3c(c2)OCO3)C(=O)C1=O
    -5	0	4	4	3	4	4	-1	-2	9
> COc1cc(C2(O)CCCCC2C)cc(OC)c1OC (stereo unspecified)
    8	-3	-10	-6	-2	-1	-8	1	-2	4
> CN1CCN(S(=O)(=O)c2ccc(NC(=S)NC(=O)C3CCCCC3)cc2)CC1
    5	-2	3	1	0	3	-4	1	-6	-4
> COc1cccc(CN(C)C(=O)C2CCN(S(=O)(=O)c3cccs3)CC2)c1OC
    0	-4	2	1	0	-1	4	0	1	2
> COc1ccc(CNS(=O)(=O)c2c(C(=O)N3CCCCCC3)c(C)n(C)c2C)cc1
    4	-2	-4	1	-1	1	4	-6	5	2
> COC(=O)c1ccc(Cn2cc(/C=C\[N+](=O)[O-])c3ccccc32)o1
    0	-11	-6	0	0	-9	-1	2	-6	0
> O=C1c2cccc3cc([N+](=O)[O-])cc(c23)C(=O)N1CC1CCCO1 (stereo unspecified)
    -1	4	-5	6	-2	-1	0	-2	-5	-2
> O=C(N/C(=C\c1ccc(Br)cc1)C(=O)N1CCOCC1)c1ccco1
    1	2	-1	-4	1	0	6	-1	12	-2
> CCN(CC)C(=O)/C(=C/c1cccc([N+](=O)[O-])c1)NC(=O)c1ccco1
    0	-4	6	1	4	-1	-8	1	3	2
> COc1ccccc1NC(=O)N1CCN(CCc2ccccc2)CC1
    11	4	-3	-4	0	-1	4	-8	2	2
> Cc1cccnc1NC(=O)c1ccc(S(=O)(=O)N2CCCC2)cc1
    -9	0	-3	0	-2	0	-2	0	7	-1
> COc1ccccc1NC(=O)Cn1cc(C#N)c2ccccc21
    -5	-8	4	4	5	-1	-8	3	-1	-3
> CCCCCCc1c(O)nc(SCCN2CCOCC2)[nH]c1=O
    -3	3	0	2	6	1	-10	-1	15	0
> Cc1cc(NC(=O)CCC(=O)N(Cc2ccco2)C2(C(=O)NC3CCCC3)CCCCC2C)no1 (stereo unspecified)
    5	-1	-6	3	-1	-1	1	-2	-4	-9
> Cc1ccc(-n2nc3c(c2NC(=O)c2ccc4c(c2)OCO4)CS(=O)C3)cc1 (stereo unspecified)
    4	-5	-6	-3	-2	1	-4	-2	3	-1
> CC(C)CC(NC(=O)/C(=C\c1ccco1)NC(=O)c1ccco1)C(=O)O (stereo unspecified)
    -4	1	-4	11	-2	1	5	10	-3	1
> CCOC(=O)C1(CCCc2ccccc2)CCN(C(=O)CCCn2cncn2)CC1
    -5	-4	0	-1	0	-4	-1	-9	-3	-11
> Cc1ccc(Cn2nnc3c(=O)[nH]c(C4CCCN(C(=O)Nc5ccc(F)cc5)C4)nc32)cc1 (stereo unspecified)
    4	5	-2	1	-3	2	-2	3	-1	2
> O=C1CSC(c2ccc([N+](=O)[O-])cc2)N1c1ccccc1 (stereo unspecified)
    0	-1	1	-3	3	6	6	0	8	1
> CCCCN1CCC(=O)NC1=O
    -6	-4	7	4	1	1	1	1	-6	1
> O=C(Cc1cccc([N+](=O)[O-])c1)Nc1cccc(C(=O)N2CCCC2)c1
    0	3	-6	-2	-1	3	-2	-4	10	-4
> CCOC(=O)c1oc2ccc(S(=O)(=O)n3nc(-c4cc(OC)c(OC)c(OC)c4)cc3N)cc2c1C
    -2	-35	3	2	1	-16	0	17	-2	-16
> CCCOc1ccc(NC(=O)C2CC(=O)N/C(=N/N=C(\C)CCc3ccc4c(c3)OCO4)S2)cc1 (stereo unspecified)
    -6	0	3	1	-1	2	-2	21	-5	-3
> CCCN1C(=O)C2(SC(NC(C)=O)=NN2C(C)=O)c2cc(C)ccc21 (stereo unspecified)
    -1	2	-2	6	3	3	-3	-2	0	3
> O=C(O)Cn1c(-c2ccccc2)cc2ccccc21
    -10	-3	-4	1	1	1	-3	12	0	-5
> COc1ccc(/C(C#N)=C/c2c(-c3ccc(Cl)cc3)nc3c(C)cccn23)cc1
    1	12	4	-1	0	14	-5	0	-2	-2
> Cc1nccn1-c1ccc(C(F)(F)F)cc1NC=O
    10	-4	-4	-3	-1	0	3	-1	1	0
> CN=C(C)/C(C(=O)OC)=C(/O)c1c(F)cccc1F
    2	2	2	-2	1	6	4	1	-8	9
> O=C(NCC1CCCO1)C(c1cccs1)N(C(=O)c1ccc(-c2ccccc2)[nH]1)C1CCCC1 (stereo unspecified)
    -4	-2	2	-3	-3	-7	-19	7	-12	-22
> C/C(=N\NC(=O)C1=NNC(=O)C1C)c1cccs1 (stereo unspecified)
    -2	-7	0	1	0	-11	-1	-2	4	.
> COc1cc(C#N)ccc1OCC(=O)Nc1cccc(S(=O)(=O)N(C)c2ccccc2)c1
    -1	0	1	0	-1	2	-11	6	-16	-32

Following part
Each structure is followed by: TCR CD3 inh	GC-A act	MBD2 inh	PRMT1 FP inh	UHRF1 MBD2 ctr	NPR2 activator	mABHD4 FP	rCAG binder	SIAE primary	HTRA1 inh
> CC(C)OC(=O)c1ccc(S(N)(=O)=O)o1
    -10	-1	-3	3	1	5	4	-1	5	-1
> COc1ccc(C(=O)Nc2cc3c(oc2=O)CCCC3=O)cc1
    6	0	-1	-3	12	2	6	3	-7	5
> O=C(CNC(=O)c1ccccc1)OCC(=O)c1c[nH]c2ccccc12
    3	0	3	-1	-2	-4	-2	7	-1	-7
> COc1ccc(OC)c(-n2nnnc2SCC(=O)Nc2ccc3c(c2)OCCO3)c1
    3	0	2	1	0	2	4	5	-3	1
> CC1(C(=O)NS(=O)(=O)c2ccc(Cl)cc2)CCN1C(=O)C1(c2ccc(Cl)cc2)CCC1 (stereo unspecified)
    -4	-5	-1	3	0	2	15	55*	1	.
> O=[N+]([O-])c1ccc(O)c(/C=N/n2cnnc2)c1
    -5	-3	3	0	4	5	-3	6	-1	-1
> Cc1ccc(N=Cc2cc3c(cc2O)OC(N)=C(C#N)C3c2ccccc2)cc1 (stereo unspecified)
    2	-5	-2	0	-1	3	-14	10	-8	-10
> CCOC(=O)c1[nH]ncc1CN1CCCC(C(=O)c2ccc(SC)cc2)C1 (stereo unspecified)
    1	-8	-6	1	3	0	-1	-6	2	-3
> COc1ccc(-c2ccc(C(=O)NCc3cccs3)c3occc23)c(C)c1
    -4	-1	-3	1	2	6	-24	5	-7	.
> CCCCC(O)(CCCC)C(=O)NN(C(=O)c1cccnc1Cl)c1ccccc1
    -1	-8	-1	-5	0	-5	-2	-4	4	3
> COc1ccc(NC(=O)CN(C)C(=O)c2ccc3c(c2)OCCO3)cc1
    1	2	1	1	-2	1	6	-1	5	4
> COc1ccccc1NC(=O)Nc1ccc(S(=O)(=O)Nc2onc(C)c2C)cc1
    -2	-4	-4	-1	0	-1	1	18	0	-3
> CN(Cc1cccs1)c1ncnc2sccc12
    2	4	-2	0	-1	2	2	-2	1	-4
> CC(C)CC(COCc1ccc(Cl)cc1)N1CCN(C(=O)c2cccc(C(F)(F)F)c2)CCC1=O (stereo unspecified)
    11	-3	-2	0	-2	3	-9	-5	1	-25
> COc1ccc(S(=O)(=O)O/N=C2\CCSc3ccc(C)cc32)cc1
    0	-10	3	7	1	-8	8	-2	-4	-1
> COc1ccc(CN2CCC3CC2c2cc(Cl)ccc23)cc1 (stereo unspecified)
    -4	-2	7	3	-1	-2	8	-2	4	3
> COc1cccc(-c2ccc(=O)n(CC(=O)NCCN3CCOCC3)n2)c1
    6	2	-5	-1	-1	2	-1	3	-3	1
> COc1ccc(N(C)C(=O)Cc2c(C(=O)O)n(C)c3ccccc23)cc1
    -2	8	-1	3	3	-2	-3	1	2	4
> Cc1cc(-c2ccc(Br)s2)nc(-n2cccc2)n1
    -1	5	-1	-3	-7	-7	-14	8	1	3
> Cc1cc(Cl)nc(Cl)c1C(=O)NC(=O)NCCC(C)C
    2	5	-2	-2	-1	0	0	-4	3	-10
> Brc1cnc2nc(SC/C=C/c3ccccc3)[nH]c2c1
    6	-7	0	-2	1	-2	-4	3	-5	-3
> Cc1cc(C(=O)OCC(=O)Nc2ccccc2[N+](=O)[O-])c2ccccc2n1
    2	2	-3	-2	0	2	-1	2	1	4

Entries listed so far with bromine (3):
Each structure is followed by: TCR CD3 inh	GC-A act	MBD2 inh	PRMT1 FP inh	UHRF1 MBD2 ctr	NPR2 activator	mABHD4 FP	rCAG binder	SIAE primary	HTRA1 inh
> O=C(N/C(=C\c1ccc(Br)cc1)C(=O)N1CCOCC1)c1ccco1
    1	2	-1	-4	1	0	6	-1	12	-2
> Cc1cc(-c2ccc(Br)s2)nc(-n2cccc2)n1
    -1	5	-1	-3	-7	-7	-14	8	1	3
> Brc1cnc2nc(SC/C=C/c3ccccc3)[nH]c2c1
    6	-7	0	-2	1	-2	-4	3	-5	-3

Bioassay records as filed in PubChem BioAssay.
